# Screens (PubChem BioAssay)
# M5 antag: antagonists of human muscarinic M5 receptor (CHRM5); P08912; CHO-hM5 cells, Fluo-8 calcium fluorescence, ACh EC80; inhibition, % at 3 µM; 360,000 tested, 0.59% active; AID 624040;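 active = inhibition above a per-plate cutoff, the mean of that plate's test compounds plus 3 SD, cut at about 27% in these data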;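 also: 0% = acetylcholine EC80 with DMSO and 100% = DMSO without agonist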
# M4 PAM: CHRM4 positive allosteric modulation | AID 624126 | CHO-K1 hM4/Gqi5, Fluo-8 calcium fluorescence, ACh EC20; 0% = ACh EC20, 100% = maximal ACh | activation, % at 3 µM | P08173 | 360,000 tested, 0.4% active;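 active = activation above its plate's cutoff, the mean activation of sample wells plus 3 SD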; also: some results filed as inactive read as strong as hits
# CRFBP-R2 agonist: CRF-BP/CRF-R2 complex agonism; HEK293 CRF-R2/CRF-BP, calcium dye fluorescence (FLIPR); percent of saturating CRF peptide response; activation, % at 13.2 µM; 350,000 tested, 0.46% active;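 active = activation of at least 50%, plus an integration ratio under a set limit after plate pattern correction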;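 also: plate controls were neutral control wells without compound for no effect and CRF at EC100 for full effect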
# CHRM4 agonist: CHRM4 agonism in calcium assay; P08173; CHO-K1 hM4/Gqi5, Fluo-8 calcium fluorescence; vehicle 0%, full acetylcholine response 100%; activation, % at 3 µM; 360,000 tested, 0.14% active;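 active = activation above the run mean over all test wells plus 3 SD, cut at about 32% in these data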;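 also: peak over basal fluorescence ratio per well then scaled between controls; 0% = DMSO wells and 100% = acetylcholine at EC100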
# M4 antag: blocks acetylcholine activation of human M4 receptor. P08173. CHO-hM4 cells, ACh EC80, Fluo-8 calcium fluorescence. inhibition, % at 3 µM. 360,000 tested, 0.73% active;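 active = inhibition above its plate's cutoff, the mean inhibition of sample wells plus 3 SD, cut at about 27% in these data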;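 also: 0% = acetylcholine EC80 with DMSO and 100% = DMSO without agonist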
# CHRM5 agonist: CHRM5 agonism in calcium assay; CHO-K1 hM5 cells, Fluo-8 calcium fluorescence; 0% DMSO wells, 100% maximal acetylcholine response; P08912; 360,000 tested, 0.19% active; AID 624037; activation, % at 3 µM;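 active = activation above the run's mean over test compounds plus 3 SD, cut at about 23% in these data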;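 also: signal is peak over basal fluorescence ratio across the kinetic read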
# CRFR2-BP antag: CRF-BP/CRF-R2 complex antagonism | HEK293 CRF-R2/CRF-BP, CRF-induced calcium fluorescence | inhibition, % at 11.8 µM | 350,000 tested, 0.59% active;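 active = inhibition of the ligand-induced calcium signal above about 50% at the single tested concentration, limit read from the data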
# IDE inh: inhibits human insulin-degrading enzyme in HEK cells | AID 434962 | inhibition, % at 5.59 µM | P14735 | 320,000 tested, 0.41% active | FAbetaB cleavage, fluorescence polarization;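 active = percent inhibition above the average of all tested compounds plus 3 SD, set per screening campaign, cut at about 16% in these data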;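 also: IDE supplied by intact live HEK cells; FP after avidin binding of uncleaved biotin substrate so inhibition keeps polarization high; 0% = DMSO wells and 100% = 60 µM reference IDE inhibitor Ii1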
# Target sequence (P14735 whole entry, looked up): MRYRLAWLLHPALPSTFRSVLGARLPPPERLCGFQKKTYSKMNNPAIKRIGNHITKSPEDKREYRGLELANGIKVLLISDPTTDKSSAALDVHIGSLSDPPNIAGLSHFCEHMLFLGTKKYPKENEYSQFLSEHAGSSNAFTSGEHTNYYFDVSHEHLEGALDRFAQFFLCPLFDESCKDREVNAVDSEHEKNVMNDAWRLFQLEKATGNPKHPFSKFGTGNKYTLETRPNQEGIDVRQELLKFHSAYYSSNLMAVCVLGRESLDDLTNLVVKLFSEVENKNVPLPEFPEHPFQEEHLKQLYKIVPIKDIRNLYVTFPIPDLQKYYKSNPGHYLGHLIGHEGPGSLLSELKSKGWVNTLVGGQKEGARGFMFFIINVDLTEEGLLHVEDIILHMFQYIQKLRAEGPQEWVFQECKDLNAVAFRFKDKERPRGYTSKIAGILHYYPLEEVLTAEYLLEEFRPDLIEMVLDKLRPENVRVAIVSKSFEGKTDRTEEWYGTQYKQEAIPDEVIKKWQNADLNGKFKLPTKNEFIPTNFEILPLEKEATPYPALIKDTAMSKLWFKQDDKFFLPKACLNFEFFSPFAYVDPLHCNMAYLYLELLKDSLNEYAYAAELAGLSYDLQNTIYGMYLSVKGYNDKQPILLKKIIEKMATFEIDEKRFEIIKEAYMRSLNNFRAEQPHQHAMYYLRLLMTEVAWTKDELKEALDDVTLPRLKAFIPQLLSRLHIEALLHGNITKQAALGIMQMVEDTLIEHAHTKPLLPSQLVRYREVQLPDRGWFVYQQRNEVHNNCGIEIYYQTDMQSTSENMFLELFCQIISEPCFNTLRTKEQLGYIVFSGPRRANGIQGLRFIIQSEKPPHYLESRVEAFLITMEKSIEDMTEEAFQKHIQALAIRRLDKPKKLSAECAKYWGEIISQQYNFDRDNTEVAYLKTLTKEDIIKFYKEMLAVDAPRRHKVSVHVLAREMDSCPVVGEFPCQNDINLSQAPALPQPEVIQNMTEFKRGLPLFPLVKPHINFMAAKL
# M5 PAM: CHRM5 positive allosteric modulation; P08912; CHO-K1 hM5, Fluo-8 calcium, ACh EC20 PAM; 0% = ACh EC20, 100% = ACh EC100; activation, % at 3 µM; 360,000 tested, 0.3% active; AID 624038;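 active = activation above the run cutoff, the mean activation of all test compounds plus 3 SD, cut at about 18% in these data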
#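 Measured by: Fluo-8 calcium fluorescence; material: human M5 receptor in CHO-K1 cells; schedule: Post-acetylcholine fluorescence recording 140 s; benchmarks: low control EC20 acetylcholine (0%), high control EC100 acetylcholine (100%); read-out: Max/basal fluorescence ratio as % of EC20–EC100 ACh window; compound: single dose, 3 µM nominal final test concentration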
# Starred values were filed as active, the others as inactive; / = no result given.
SMILES,M5 antag,M4 PAM,CRFBP-R2 agonist,CHRM4 agonist,M4 antag,CHRM5 agonist,CRFR2-BP antag,IDE inh,M5 PAM
CCN(CC)C(=O)c1c(C)nc2ccccn12,-8,16,-7.8,1,-5,-3,85*,-4,0
CCOc1cc(/C=N/NC(=O)c2ccncc2)ccc1OC(=O)c1ccco1,-9,-1,-0.2,2,-13,4,0,-2,5
Cc1cc(Cl)ccc1OCC(=O)NCc1ccncc1,-5,4,-0.9,3,0,-5,10,-1,-4
COC(=O)c1cccc(NC(=O)c2ccccc2)c1,16,-9,-3.9,14,3,-1,-4,6,-18
O=C(NC1CCCC1)c1cc(-c2ccc(Cl)cc2Cl)on1,11,-11,0.6,2,-2,3,10,5,2
Cc1nc(SCC(=O)c2ccccc2)c(C#N)c(-c2ccco2)c1C(=O)NCc1ccco1,17,-7,1.7,11,3,-1,-8,3,-20
Nc1ccnn1Cc1ccncc1,6,8,1.2,1,-5,3,-8,-2,5
Cc1nonc1NC(=O)CSc1nc(C2CCCCC2)nc2ccccc12,-2,0,1.7,1,-11,-4,-19,9,-6
COCC(=O)Nc1ccccc1-c1ccccc1,6,6,-0.6,1,-6,-2,-10,1,3
Cc1ccc(C(=O)c2ccccc2C(=O)OCC(=O)NC(=O)NC(C)(C)C)cc1,9,-5,-4.4,0,-5,-15,0,0,5
Nc1nccnc1C(=O)OCC(=O)Nc1cccc(S(=O)(=O)N2CCCCC2)c1,3,1,-2.5,1,-5,0,6,-2,1
C/C(=C\c1cccc(Cl)c1Cl)C(=O)c1c(C)cc(C)[nH]c1=O,0,2,-1.3,1,-12,-6,4,1,-2
CC(=O)NS(=O)(=O)c1ccc(NC(=O)CCC2CCCC2)cc1,4,3,-1.1,0,2,-4,15,-6,-1
CN(CC(=O)Nc1cccc(F)c1)C(=O)c1ccc(S(=O)(=O)N2CCCC2)cc1,5,4,-1.9,2,2,2,-5,1,-3
CN(C(=O)c1ccc(NC(=O)Cc2cccc(NC(=O)C3CCN(C(=O)c4ccccc4)CC3)c2)cc1)C1CCCC1,1,0,-0.6,0,6,2,7,-4,3
COc1cccc(OC)c1C(=O)OCC(=O)N(C)c1ccccc1,7,-2,0.1,1,6,-3,15,-1,1
COc1ccc(CN2C(=O)CN(S(C)(=O)=O)CC2(C)C(=O)NCc2ccccc2)cc1OC (stereo unspecified),-15,9,/,3,-17,2,/,/,13
COc1ccc(C(=O)NC2CCCCC2)cc1OC1CCN(C(C)C)CC1,1,0,-1.1,1,-4,-4,-4,-2,0
CCOC(=O)c1c(C)[nH]c2c1-c1ccccc1C(=O)C2=O,-4,-4,0.6,2,1,3,-2,/,1
Clc1ccc(CNc2cnccn2)cc1Cl,-3,-1,2.6,3,-19,-1,7,2,2
N#Cc1ccccc1OCc1cccc(S(=O)(=O)N2CCOCC2)c1,-6,-1,0.1,7,3,2,18,-7,-4
COc1ccc(C2C(C(=O)c3ccc(C)o3)=C(O)C(=O)N2c2cc(C)on2)cc1OC (stereo unspecified),-5,0,1.2,0,4,-1,9,-3,4
CCC(=O)c1cc2c(C)cc(=O)oc2c(C)c1OC,-4,4,-2.0,0,6,1,4,0,-3
COc1ccccc1NC(=O)COc1ccc(C(=O)OCC(=O)N(C(C)C)C(C)C)cc1OC,-1,-7,0.1,2,5,-4,-20,3,-4
O=C(NCc1cccs1)C12CC3CC(CC(C3)C1)C2,0,4,-2.3,1,-7,-3,-14,6,1
Cc1ccc2c(c1)cc1c(=O)n(CC(=O)NCCN3CCCC3)nc(C)n12,-10,2,0.9,0,12,-4,-12,2,4
COc1ccc(CNC(=O)CN(Cc2ccccc2)C(=O)CCC(=O)Nc2ccccn2)cc1,6,-5,1.1,8,0,0,-4,1,-4
CCOC(=O)CSc1nnc(CNC(=O)c2cccs2)n1CCc1ccccc1,2,11,0.2,0,-9,3,-16,0,0
COc1ccc(NC(=O)CC2Sc3ncnn3C2=O)cc1 (stereo unspecified),3,5,-1.1,0,0,0,4,-3,-5
Cc1noc(NS(=O)(=O)c2ccc(N/C=C\C(=O)c3ccccc3)cc2)c1C,5,1,3.2,0,10,-2,0,1,-4
NC(=O)c1nsc(C(=O)N(CC(=O)NC2CCCC2)c2cccc(C(F)(F)F)c2)c1N,9,-1,-1.1,4,3,1,-46,12,-6
CN1C(=O)[C@@H]2[C@H](C1=O)[C@@H]1C(=O)Nc3ccccc3C(=O)N1[C@@H]2c1ccc(Br)cc1,1,5,-0.1,2,-14,1,-2,-1,8
CCn1c(SCC(=O)NC2CCCc3ccccc32)nnc1-c1ccncc1 (stereo unspecified),5,6,-1.8,0,0,0,-7,2,1
COCC1CCCN(C(=O)c2ccc(OC3CCN(Cc4ccccn4)CC3)cc2)C1 (stereo unspecified),-4,-12,4.2,-1,5,-13,-7,1,4
CCCCOc1ccc(C(=O)NCCOc2cccc(OC)c2)cc1,-6,2,0.0,2,-12,-5,1,-6,0
Cc1cc(NC(=O)CN2CCN(C)CC2)no1,12,-7,-1.1,1,1,-1,-16,2,-4
COc1ccccc1-c1nnc(Sc2nc([N+](=O)[O-])nn2C)o1,3,-4,0.9,1,6,-6,-11,-2,-5
COc1cc(OC)cc(C(=O)N2CCN(S(=O)(=O)c3ccc(Cl)s3)CC2)c1,13,2,-0.4,5,-3,4,11,1,-9
COCCCNC(=O)C[C@H]1C[C@H](C(=O)N(C(C)C)C(C)C)[C@@]2(C)c3[nH]c4cc(-c5ccco5)ccc4c3CCN2C1=O,-8,1,-1.6,0,-5,0,-1,/,1
COC(=O)c1ccc2c(c1)sc(=NC(=O)CCS(=O)(=O)c1ccccc1)n2C,-10,18*,0.2,8,-6,4,12,3,2

# Among those listed so far, these have a cyano group:
SMILES,M5 antag,M4 PAM,CRFBP-R2 agonist,CHRM4 agonist,M4 antag,CHRM5 agonist,CRFR2-BP antag,IDE inh,M5 PAM
Cc1nc(SCC(=O)c2ccccc2)c(C#N)c(-c2ccco2)c1C(=O)NCc1ccco1,17,-7,1.7,11,3,-1,-8,3,-20
N#Cc1ccccc1OCc1cccc(S(=O)(=O)N2CCOCC2)c1,-6,-1,0.1,7,3,2,18,-7,-4

# (list continues)
SMILES,M5 antag,M4 PAM,CRFBP-R2 agonist,CHRM4 agonist,M4 antag,CHRM5 agonist,CRFR2-BP antag,IDE inh,M5 PAM
CCOC(=O)[C@]12CCCC=C1N(Cc1ccc3c(c1)OCO3)C(=O)[C@H](CC(=O)NCc1ccc(OC)c(OC)c1)C2,-6,1,/,1,-7,0,/,/,-4
Cc1ccc(NC2CCCN(C(=O)c3cn(C)c4ccccc34)C2)cc1C (stereo unspecified),8,0,-7.7,2,1,-2,-14,-3,-7
O=S(=O)(Nc1nc2ccccc2nc1NCc1ccco1)c1ccccc1,-3,-1,-2.1,0,-10,2,-11,4,-5
O=C1CCCCCN1C(=O)c1ccccc1,10,4,1.1,0,-6,-2,-6,/,2
CC(=O)c1cccc(NC(=O)COC(=O)COc2ccccc2C)c1,6,-5,-2.1,2,-3,-1,8,4,-6
CCc1ccccc1NC(=O)c1cc(-c2ccco2)on1,6,-1,-1.1,0,-12,-6,14,-1,2
CCC(CC)C(=O)NCCc1cc2ccc(OC)cc2[nH]c1=O,7,9,-3.5,2,7,-2,2,-4,1
COc1cc2c(cc1OC)C(c1ccc(-c3cc(Cl)ccc3Cl)o1)=NCC2,-3,2,0.2,3,-6,-10,0,2,3
C=CCC[C@H](CCCCC)OC(=O)/C=C/[C@H](O)[C@@H](O)C[C@H](O)CC=C,8,2,/,-1,1,0,/,/,-6
CN1CCN(C(=S)Nc2ccc([N+](=O)[O-])cc2)CC1,0,8,-0.3,1,10,1,2,7,-1
Cc1cccc(NC(=O)COC(=O)CN2CCCCCC2=O)c1C,3,1,-1.0,1,-1,-2,-13,-6,3
Cc1c(CCOC(=O)CC23CC4CC(CC(C4)C2)C3)sc[n+]1CC(=O)c1ccc(Br)cc1,-1,-8,-0.9,1,-2,-4,-3,-4,-5
O=C(COC(=O)C1=COCCO1)Nc1cc(Cl)c(Cl)cc1Cl,6,4,2.2,3,-8,-3,4,2,4
Cc1cc(NC(=O)c2sccc2C)n(-c2nc3ccccc3[nH]2)n1,6,5,-0.7,1,-7,3,-51,2,-4
O=S(=O)(NCC(c1cccnc1)N1CCN(Cc2ccccc2)CC1)c1ccc(F)cc1 (stereo unspecified),-6,7,-1.5,1,-4,-6,0,-2,3
O=C1CCCC2=C1C1(CCCC1)N=C(Nc1nc3cc(-c4ccccc4)ccc3o1)N2,5,-3,/,1,-6,-1,/,/,-6
COC(=O)C(CCSC)NC(=O)c1cccc([N+](=O)[O-])c1 (stereo unspecified),3,8,-4.7,0,-1,-1,1,3,-10
COc1cc(C=C2C(=O)C=CC2=O)ccc1O,-2,-4,/,0,31*,4,/,/,7
COc1cc(C(C)=O)ccc1OCc1cn(CC(=O)c2ccc(O)cc2)nn1,-8,-2,-0.1,1,-3,1,11,/,2
Cn1c(=O)n(C)c2cc(C(=O)O)ccc21,4,-1,-1.0,0,1,-2,1,1,-1
O=C(c1ccc(COc2ccccc2[N+](=O)[O-])o1)N1CCCCCC1,6,-5,-1.3,1,9,-4,18,0,-3

# Filtered by structure: those above containing a furan ring, fused or not
SMILES,M5 antag,M4 PAM,CRFBP-R2 agonist,CHRM4 agonist,M4 antag,CHRM5 agonist,CRFR2-BP antag,IDE inh,M5 PAM
CCOc1cc(/C=N/NC(=O)c2ccncc2)ccc1OC(=O)c1ccco1,-9,-1,-0.2,2,-13,4,0,-2,5
Cc1nc(SCC(=O)c2ccccc2)c(C#N)c(-c2ccco2)c1C(=O)NCc1ccco1,17,-7,1.7,11,3,-1,-8,3,-20
COc1ccc(C2C(C(=O)c3ccc(C)o3)=C(O)C(=O)N2c2cc(C)on2)cc1OC (stereo unspecified),-5,0,1.2,0,4,-1,9,-3,4
COCCCNC(=O)C[C@H]1C[C@H](C(=O)N(C(C)C)C(C)C)[C@@]2(C)c3[nH]c4cc(-c5ccco5)ccc4c3CCN2C1=O,-8,1,-1.6,0,-5,0,-1,/,1
O=S(=O)(Nc1nc2ccccc2nc1NCc1ccco1)c1ccccc1,-3,-1,-2.1,0,-10,2,-11,4,-5
CCc1ccccc1NC(=O)c1cc(-c2ccco2)on1,6,-1,-1.1,0,-12,-6,14,-1,2
COc1cc2c(cc1OC)C(c1ccc(-c3cc(Cl)ccc3Cl)o1)=NCC2,-3,2,0.2,3,-6,-10,0,2,3
O=C(c1ccc(COc2ccccc2[N+](=O)[O-])o1)N1CCCCCC1,6,-5,-1.3,1,9,-4,18,0,-3
